# procasp7 counter: counter-screen: procaspase-7 (human) activation; AID 463210; activation, % at 8.5 µM; P55210; 0.093% of 330,000 active; recombinant procaspase-7, Ac-DEVD-pNA absorbance 405 nm; D23A/D198A/D206A triple mutant, cannot self-cleave; scale: DMSO 0, 5 µM enzyme 100;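 active means percent activation above the screen-wide mean plus 3 SD, cut at about 25% in these data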
# Target sequence (P55210 whole entry D23A/D198A/D206A): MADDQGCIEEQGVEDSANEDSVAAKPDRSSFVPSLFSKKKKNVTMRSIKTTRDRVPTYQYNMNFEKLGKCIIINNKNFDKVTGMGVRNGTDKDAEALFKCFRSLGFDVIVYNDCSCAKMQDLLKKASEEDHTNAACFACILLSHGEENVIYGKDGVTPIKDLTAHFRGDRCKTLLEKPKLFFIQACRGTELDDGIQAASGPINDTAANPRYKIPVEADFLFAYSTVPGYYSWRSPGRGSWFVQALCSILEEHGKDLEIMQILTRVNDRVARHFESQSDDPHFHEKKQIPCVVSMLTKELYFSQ
#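 System: Uncleavable procaspase-7 mutant enzyme; Amount: 2 µM procaspase-7 mutant as dispensed; Schedule: 1 h compound preincubation, 2 h substrate cleavage, 25 °C; Measured by: 405 nm absorbance of p-nitroaniline; Evaluation: percent activation from buffer-corrected 0–120 min absorbance change; Control set: low DMSO alone, high DMSO plus 5 µM PC-7.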
# procasp3 activ: activates human procaspase-3 | activation, % at 8.5 µM | P42574 | 0.11% of 330,000 active | recombinant procaspase-3 D3A, Ac-DEVD-pNA absorbance 405 nm | AID 463141;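 active means activation above the mean of all tested compounds plus 3 SD, cut at about 21% in these data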;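 further: 0% = DMSO alone and 100% = DMSO wells spiked with extra 5 µM PC-3 D3A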
# Target sequence (P42574 whole entry D9A/D28A/D175A): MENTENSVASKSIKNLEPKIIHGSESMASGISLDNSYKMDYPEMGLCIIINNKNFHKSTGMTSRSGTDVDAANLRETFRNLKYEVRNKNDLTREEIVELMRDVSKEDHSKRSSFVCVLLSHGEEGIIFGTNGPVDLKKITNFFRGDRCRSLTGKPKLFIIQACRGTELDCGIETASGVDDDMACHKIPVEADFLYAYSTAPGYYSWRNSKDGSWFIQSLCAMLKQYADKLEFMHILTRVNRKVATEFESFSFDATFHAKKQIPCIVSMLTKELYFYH
#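 Assay system: Autoprocessing-dead procaspase-3 D3A mutant enzyme; also added: Ac-DEVD-pNA; doses: one concentration, 8.5 µM nominal, 0.8% DMSO; times: 1 h compound preincubation, 2 h substrate hydrolysis at 25 °C; technique: 405 nm absorbance of p-nitroaniline, reads at 0 and 120 min; measure: % activation between DMSO and enzyme-spiked controls; repeats: single replicate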
# Fh CTSL1 inh: cathepsin L1 inhibition, PFM18AAP counter-screen; recombinant F. hepatica cathepsin L1, Z-Leu-Arg-MCA fluorescence; inhibition, % at 5.96 µM; 0.49% of 300,000 active; AID 1906;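 active means inhibition above the mean of all tested compounds plus 3 SD, set per screening campaign, cut at about 17% in these data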;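 further: 0% = plate median of test compound wells and 100% = 1 µM Z-Phe-Ala-diazomethylketone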
# PP1 counter: counter-screen for PP5 inhibitors: inhibitors of human PP1-alpha; AID 2235; 0.9% of 320,000 active; purified PP1alpha, OMFP fluorescence; P62136; inhibition, % at 6.7 µM;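 active means inhibition above the mean inhibition of all tested compounds plus 3 SD, computed separately for each screening campaign, cut at about 15% in these data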
# AHR activator: activates the human aryl hydrocarbon receptor | 2.5% of 320,000 active | activation, % at 5 µM | AHR-responsive luciferase reporter cells, luminescence; in the data active means activation above about 47%;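 further: 0% = vehicle wells and 100% = reference agonist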
# TPT1 inh: blocks Candida albicans tRNA 2'-phosphotransferase | 0.81% of 300,000 active | AID 1962 | inhibition, % at 5 µM | recombinant caTPT1, FP RNA substrate dephosphorylation;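 active means inhibition above the mean of all tested compounds plus 3 SD, set per screening campaign, cut at about 24% in these data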;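 further: plate controls were DMSO alone for no effect and ferristatin control at 100 nM for full effect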
# PP5 primary: inhibitors of human protein phosphatase 5 (PP5); purified PP5c, OMFP substrate fluorescence; inhibition, % at 6.7 µM; 0.18% of 320,000 active; AID 1987; P53041;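 active means inhibition above the campaign's mean inhibition across all tested compounds plus 3 SD, cut at about 9.5% in these data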;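 further: 0% = DMSO only and 100% = 100 µM cantharidin control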
# Target sequence (P53041 whole entry, looked up): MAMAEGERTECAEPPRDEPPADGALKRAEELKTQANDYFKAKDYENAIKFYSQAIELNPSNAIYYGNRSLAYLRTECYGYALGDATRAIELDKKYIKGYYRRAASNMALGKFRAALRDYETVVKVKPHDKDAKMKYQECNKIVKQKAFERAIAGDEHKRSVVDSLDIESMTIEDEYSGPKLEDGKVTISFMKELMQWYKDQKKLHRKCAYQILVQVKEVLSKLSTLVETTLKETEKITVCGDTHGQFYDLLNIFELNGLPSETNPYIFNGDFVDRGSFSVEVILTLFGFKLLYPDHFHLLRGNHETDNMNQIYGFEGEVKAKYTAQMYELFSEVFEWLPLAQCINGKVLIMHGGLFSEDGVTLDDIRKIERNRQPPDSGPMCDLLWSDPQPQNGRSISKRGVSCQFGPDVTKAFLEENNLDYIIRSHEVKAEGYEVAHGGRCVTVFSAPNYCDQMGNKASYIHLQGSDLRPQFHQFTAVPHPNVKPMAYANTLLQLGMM
# PAFAH2 FP inh: inhibitors of human PAFAH2; Q99487; recombinant PAFAH2, FP-rhodamine activity probe, fluorescence polarization; inhibition, % at 3.39 µM; 0.99% of 340,000 active; AID 492956;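 active means inhibition above the mean over all tested compounds plus 3 SD, cut at about 30% in these data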;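 further: inhibitors block probe labeling of enzyme so polarization drops; 0% = enzyme with DMSO and 100% = wells lacking PAFAH2 protein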
# HCV core dimer: blocks dimerization of HCV core protein. inhibition, % at 5 µM. TR-FRET GST/Flag-core106 dimerization, 1536-well. 0.33% of 300,000 active;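 active means inhibition above the mean of all tested compounds plus 3 SD, set per screening campaign, cut at about 45% in these data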
#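 Assay system: Tagged HCV core106 pair (GST and Flag) | Buffer or medium: KF-containing HEPES buffer, pH 7.45, DTT, CHAPS, BSA | Also added: Eu donor and XL665 acceptor anti-tag antibodies | Dosing: One concentration, 5 µM, in 0.5% DMSO | Timing: 4 h at 22.5 °C | Technique: TR-FRET 671 and 617 nm emission | Repeats: Singlicate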
# * marks the source's active call; other numbers are inactive results; · = no result given.
# Sample of the layout (2 entries):
SMILES,procasp7 counter,procasp3 activ,Fh CTSL1 inh,PP1 counter,AHR activator,TPT1 inh,PP5 primary,PAFAH2 FP inh,HCV core dimer
CC(/C=C/c1ccccc1)=N\NC(=O)Cn1nc(C)cc1C,2.3,-0.6,1.3,-0.5,5.0,1.7,-0.9,-2.5,-4.2
COc1ccc(NC(=O)COC(=O)c2ccc3ccccc3n2)c(OC)c1,7.6,3.4,·,·,10.9,·,·,5.6,·

# This part in full (from the top)
SMILES,procasp7 counter,procasp3 activ,Fh CTSL1 inh,PP1 counter,AHR activator,TPT1 inh,PP5 primary,PAFAH2 FP inh,HCV core dimer
CC(/C=C/c1ccccc1)=N\NC(=O)Cn1nc(C)cc1C,2.3,-0.6,1.3,-0.5,5.0,1.7,-0.9,-2.5,-4.2
COc1ccc(NC(=O)COC(=O)c2ccc3ccccc3n2)c(OC)c1,7.6,3.4,·,·,10.9,·,·,5.6,·
Cc1cccc(NS(=O)(=O)c2ccc3oc(=O)ccc3c2)c1C,3.4,4.8,0.3,-0.6,-0.1,-0.2,3.5,7.2,2.0
Cc1ccc(Cn2c(=O)c3c(nc4n3CCN4Cc3ccco3)n(C)c2=O)cc1,-6.8,3.5,2.6,2.2,2.1,-1.6,0.2,1.3,-1.4
Cc1ccc(S(=O)(=O)Nc2c(C)n(C)n(-c3ccccc3)c2=O)cc1C(=O)NCc1ccccn1,6.6,-2.1,4.9,-3.1,0.6,-0.9,1.0,4.7,3.4
Cn1cc(S(=O)(=O)c2ccccc2)n(C)c1=O,1.5,-0.3,0.1,-6.0,-0.2,-0.8,-3.1,5.5,-3.5
COc1cccc(NC(=O)c2ccc(-c3ccc([N+](=O)[O-])cc3)o2)c1,2.5,3.5,3.4,6.2,0.9,0.2,2.3,2.8,5.2
COc1cccc(/C=C/C(=O)OCC(=O)Nc2ccc(Cl)c(S(=O)(=O)N(C)C)c2)c1,-11.6,0.6,-7.3,3.5,2.5,4.7,1.0,67.5*,8.2
O=C(CSc1nc2ccc(NC(=O)c3ccccc3C(=O)O)cc2s1)Nc1c(Cl)cccc1Cl,-9.9,-13.0,-3.3,-2.6,3.9,3.1,2.7,4.5,0.9
COc1ccc(NC(=S)Nc2ccccc2F)c(OC)c1,-16.0,-6.8,-1.3,-4.4,7.2,3.6,0.7,6.7,-5.2
Cc1ccc(-n2c(C)cc(/C=c3/sc4nc5ccccc5n4c3=O)c2C)cc1,-4.8,-12.5,0.2,-1.4,-0.9,-2.6,-0.6,·,15.7
CC(C)CN(C(=O)COC(=O)c1nc(Cl)ccc1Cl)c1c(N)n(Cc2ccccc2)c(=O)[nH]c1=O,7.3,5.3,-4.6,-2.9,-2.4,-1.7,0.8,-1.0,2.4
Cc1cc(C)c2c(n1)sc1c(=O)n(CC(=O)c3ccccc3)cnc12,0.9,0.6,-4.0,-1.4,-3.8,-1.6,-0.2,13.7,5.7
c1ccc2oc(-c3ccn[nH]3)cc2c1,4.8,1.8,-0.8,-5.2,1.8,2.0,2.4,2.3,-5.5
CCOC(=O)N/N=C/c1ccccc1OCc1ccc(Cl)cc1,-7.1,0.3,4.1,2.4,6.3,-4.2,1.5,4.5,-0.8
O=C(Nn1cc(C(=O)Nc2ccc(F)cc2F)c2ccccc2c1=O)c1cnccn1,1.7,5.1,-1.6,-2.9,34.7,4.6,-1.1,1.3,-0.4
Cc1cc(C)nc(N/N=C/c2ccccc2Cl)n1,6.0,0.6,0.8,-0.6,8.3,0.4,-0.1,·,-2.1
Cn1c(SCc2ccc(F)cc2)nnc1-c1cccs1,0.6,-5.6,-1.2,-2.5,0.4,1.0,-2.3,0.0,1.2
COC(=O)c1cc(S(=O)(=O)NCC2CCN(CCc3ccc(OC)cc3)CC2)c[nH]1,-3.0,4.3,-0.1,-8.7,-0.2,3.1,1.3,2.4,0.3
Fc1ccc(N2CCN(c3nc(CN4CCOCC4)nc4scc(-c5ccccc5)c34)CC2)cc1,-15.8,-2.4,-0.1,6.6,2.0,-0.4,3.0,-0.6,-2.4
Cc1cc(C(=O)N/N=C/c2ccc(OCc3ccccc3)cc2)c(C)o1,-0.9,1.5,4.5,3.2,7.1,-1.9,7.6,-6.5,9.4
CC(C)c1ccc(N(CC(=O)N2CCN(Cc3ccccc3)CC2)S(C)(=O)=O)cc1,-3.9,1.3,-1.0,2.5,2.7,4.1,0.0,-13.4,-4.2
COc1cccc(C(=O)/C=C/Nc2ccc(NC(C)=O)cc2)c1,-10.3,-4.9,3.5,-1.4,6.1,-0.7,3.5,-1.9,1.8
O=C(NN=C1CCCCCC1)c1cccnc1,2.6,1.8,-2.5,0.9,18.1,-0.3,0.3,1.0,-3.1
CCC(CO)NC(=O)c1ccccc1C(F)(F)F (stereo unspecified),-0.4,7.0,-4.6,-4.4,0.3,-2.7,0.1,4.1,-4.5
CCCCc1c(O)cc(C)[nH]c1=O,2.8,0.0,0.0,-1.4,2.0,-5.2,1.4,0.7,-13.3
Clc1cc(Br)ccc1OCCCn1ccnc1,2.4,7.2,-3.1,1.4,38.7,-0.5,3.7,-4.9,-9.9
CCNC(=O)CSc1nnc(-c2ccccc2Br)n1-c1cccc(C(F)(F)F)c1,-5.0,-1.4,-2.7,6.3,0.4,-1.6,0.4,-3.5,-0.6
CC(C)=C1C2CCC1C1C(=O)N(NC(=O)COc3ccc(Cl)c(C)c3)C(=O)C21 (stereo unspecified),-0.1,1.6,-9.8,-0.6,0.2,0.3,3.4,-3.5,4.2
Cc1[nH]n(-c2ccccc2)c(=O)c1S(=O)(=O)c1ccccc1,0.9,0.8,0.8,1.6,7.9,0.4,-0.6,-0.4,-1.6
COc1ccccc1C/C(N)=N/OC(=O)COc1ccc(C)cc1,8.2,-0.2,-19.0,3.1,4.1,-4.2,2.6,-2.6,-1.7
CCCCNc1c(-c2ccc(OC)c(SC3CCCCC3)c2)nc2cc(C)ccn12,8.3,1.1,-1.4,11.8,29.4,2.1,5.9,-0.1,5.3
O=C(c1nc2ccc(Cl)cn2c1CN1CCC(CO)CC1)N1CCc2ccccc2C1,7.1,-5.0,4.6,-3.3,2.0,0.3,1.6,0.8,11.8
CC(C)=CCN1CCN(CCCc2ccccc2)CC1CCO (stereo unspecified),-15.7,-6.4,-0.8,1.8,-3.0,2.9,3.3,2.5,-2.4
CN1CCN(S(=O)(=O)c2ccc(Cl)s2)CC1,-1.0,3.5,0.7,2.7,-4.7,-2.4,1.0,2.2,-2.2
CN(C)S(=O)(=O)c1ccc(N2CCCC2)c(C(=O)Nc2nc3c(ccc4ccccc43)s2)c1,6.5,4.2,-2.5,-0.8,23.3,2.5,5.9,-19.0,11.1
Cc1cc(C)c2nc(N3CCC(C(=O)NCc4ccccn4)CC3)sc2c1,2.2,-8.6,3.1,3.8,7.9,5.0,2.6,-2.8,-10.5
CC(C)(C)c1cc(C(=O)O)n(Cc2ccc(Cl)cc2Cl)n1,7.9,-4.0,-4.6,0.8,-4.4,-0.4,1.4,8.1,-0.6
CCNC(=O)COC(=O)c1ccc(NS(=O)(=O)c2ccc3c(c2)OCCO3)cc1,7.0,-0.2,-2.2,-2.5,-1.8,-2.5,1.9,20.0,-0.7
Cc1ccc(S(=O)(=O)NCCNC(=O)CN2CCCC2)cc1,5.1,0.6,0.3,-0.3,-1.5,-1.4,1.0,-2.3,-1.8
CCOC(=O)C(=CNc1ccc(C(F)(F)F)cc1)C(=O)OCC,1.3,-3.2,0.7,-5.5,-4.7,-2.7,5.0,9.9,-6.0
O=C(O)c1ccc(OCCOc2ccccc2)cc1,-7.7,-4.3,11.9,-9.7,2.1,-4.2,2.5,-1.4,-14.3
COc1cc(OC)cc(C(=O)Nc2ccn(C)n2)c1,6.6,5.6,·,-0.5,16.4,·,3.4,-1.2,·
NC(=O)C1=C[C@H](C2CCCCC2)C[C@H](OCc2ccc(CO)cc2)O1,2.5,3.0,3.1,-1.6,1.8,-1.8,1.2,2.4,0.1
CC1Cc2ccccc2N1C(=S)NC(=O)c1ccc(Cl)cc1Cl (stereo unspecified),-2.2,-13.8,-0.8,-1.9,3.6,-2.5,0.5,-5.3,4.3
CCCNC(=O)Cn1c(=O)n(CC(=O)N2CCCCC2)c(=O)c2sccc21,-9.1,0.7,0.3,-2.2,-2.0,1.6,1.9,1.2,-2.0
Cc1nnc(N/N=C/c2ccccc2C(F)(F)F)n1N,-13.7,-2.2,1.2,1.3,23.4,-0.3,0.6,7.4,2.4
O=C(Cc1ccccc1)Nc1nnc(-c2ccco2)o1,4.4,-0.8,1.2,-1.4,0.2,-1.9,-2.5,-0.2,-2.7
CCc1ccc(NC(=O)CCc2nc3cccnc3n2Cc2ccc(OC)cc2)cc1,-0.6,11.2,-0.9,7.9,8.6,-2.4,1.8,-6.1,-2.4
Cc1sc(N/N=C/c2cccs2)nc1-c1ccccc1,2.9,-6.2,-4.3,3.9,78.3*,-0.2,0.8,9.7,-2.4
C(=N\Nc1nc2ccccc2s1)/c1cccs1,4.7,1.1,3.2,7.1,76.2*,1.9,2.5,3.1,-13.8
COc1ccc(N2CCN(c3ccc(N4C(=O)CC(C)C4=O)cc3[N+](=O)[O-])CC2)cc1 (stereo unspecified),-1.2,4.0,1.9,1.8,-0.1,-2.3,-2.3,-6.4,-2.7
CCCCN1C(=O)Nc2ccccc2S1(=O)=O,-3.5,7.1,-0.3,-3.4,-2.9,-1.3,2.7,-2.2,0.5
COC(=O)CNC(=O)CNC(=O)c1nn(-c2ccc(OC)c(OC)c2)c(=O)c2ccccc12,6.5,1.2,-0.7,-0.3,0.9,0.7,4.6,0.5,-1.6
Brc1cnc2nc(SC/C=C/c3ccccc3)[nH]c2c1,-4.6,4.6,-0.2,0.1,3.3,-0.5,-1.2,-6.1,4.5
COc1ccc(N(CC(=O)N/N=C/c2ccc(OC)cc2OC)S(=O)(=O)c2ccccc2)cc1,8.6,1.1,0.6,-1.8,1.7,-1.4,1.8,13.3,10.2
COCc1cc(C)nc(Nc2cc(C)ccc2C)c1C#N,0.9,5.4,1.4,-1.9,52.2*,2.3,0.4,13.0,-3.6
Clc1ccc(OCc2nc3ccccc3[nH]2)cc1,0.0,0.4,2.9,-0.8,-3.3,2.9,2.5,2.1,2.3
COCCNC(=O)CC(NS(=O)(=O)c1ccc(C)cc1)c1ccco1 (stereo unspecified),-3.6,-2.6,0.7,4.4,-0.8,-1.5,2.1,0.0,1.8
OCC1(CCOc2ccccc2)CCN(Cc2ccccc2C(F)(F)F)CC1,-3.4,-5.9,-0.3,0.6,-3.1,0.9,2.6,3.0,-5.3
CCOC(=O)c1[nH]c2ccccc2c1NC(=S)Nc1cc(C)ccc1C,-14.2,-9.0,0.9,-0.9,60.0*,-1.6,2.1,18.1,-5.4

# Screening data (PubChem)
